Bioassay records from PubChem BioAssay.
DENV2 CPE rescue – protects cells from dengue virus 2 cytopathic effect | DENV2-infected cells, cytopathic effect rescue, plate reader | CPE inhibition, % at 9.99 µM | 350,000 tested, 1.7% active | AID 651640; in the data active means CPE inhibition above about 20%, passing the limit was not always enough; inconclusive means no clear call, values can overlap the other calls; tested in BHK-21 cells;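 further: 0% = median of neutral control wells and 100% = median of positive control wells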
RAD54 branch – inhibitors of human RAD54 branch migration. inhibition, % at 10.4 µM. 360,000 tested, 0.14% active. Q92698. RAD54 Holliday junction branch migration, FAM/BHQ fluorescence;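 active means mean normalized replicate activity at least 40 and at least half of replicates scoring 40 or more; inconclusive means only one of the two criteria met; inactive means mean below 40 and under half of replicates reaching 40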;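 further: 0% = median of neutral control wells and 100% = median of positive control wells; inhibitors cause a drop in the FAM fluorescence signal; in these data hits start at about 50%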
Target sequence (Q92698 whole entry, looked up): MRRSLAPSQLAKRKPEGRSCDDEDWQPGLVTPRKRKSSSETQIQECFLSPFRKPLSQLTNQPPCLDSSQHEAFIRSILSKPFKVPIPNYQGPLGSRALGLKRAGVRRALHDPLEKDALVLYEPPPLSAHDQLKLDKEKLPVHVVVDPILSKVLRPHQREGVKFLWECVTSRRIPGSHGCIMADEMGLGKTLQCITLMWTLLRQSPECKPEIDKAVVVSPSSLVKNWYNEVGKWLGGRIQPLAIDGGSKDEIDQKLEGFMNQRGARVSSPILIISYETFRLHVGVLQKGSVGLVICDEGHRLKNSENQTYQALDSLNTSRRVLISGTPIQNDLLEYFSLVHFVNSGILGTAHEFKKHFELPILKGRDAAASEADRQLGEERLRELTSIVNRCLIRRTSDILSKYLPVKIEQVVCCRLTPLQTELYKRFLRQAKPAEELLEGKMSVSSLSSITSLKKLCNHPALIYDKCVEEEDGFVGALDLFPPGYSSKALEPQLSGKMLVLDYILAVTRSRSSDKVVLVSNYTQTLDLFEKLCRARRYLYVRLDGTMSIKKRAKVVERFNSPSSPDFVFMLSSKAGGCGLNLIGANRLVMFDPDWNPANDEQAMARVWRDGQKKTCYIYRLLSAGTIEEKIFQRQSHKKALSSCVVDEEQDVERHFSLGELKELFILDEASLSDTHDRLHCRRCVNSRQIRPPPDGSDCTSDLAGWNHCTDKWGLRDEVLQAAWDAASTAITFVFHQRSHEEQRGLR
XiGFP reactiv – X-chromosome reactivation activator; activation, % at 7.58 µM; XiGFP mouse fibroblasts, % GFP-positive cells imaging, 3 d; cells co-treated with 5-aza-dC sensitizer; scaled so ellipticine positive control = 100%; 360,000 tested, 0.055% active;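 active means mean normalized replicate activation at least 10% and every replicate at or above 10%; inconclusive means only one of the two criteria met; inactive means mean below 10% and not all replicates reach 10%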;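 further: 0% = median of on-plate neutral control wells and 100% = ellipticine 6 µM median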
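System: 68-5-11 XiGFP fibroblast line; Timing: 3 days compound exposure; Compound dosing: one concentration, pinned; Benchmarks: positive control ellipticine, 6 µM final; Buffer or medium: DMEM containing 5-aza-dC.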
INS-1E GSIS act – GLuc luminescence reporter in INS-1E cells, primary screen for activators of glucose-dependent secretion of insulin. AID 743287. activation, % at 16.6 µM. 370,000 tested, 0.61% active. INS-1E GLuc reporter insulin secretion, 2-3 h;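 active means lowest replicate activation of at least 40%, so every replicate reaches that level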;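 further: 0% = median of neutral control wells and 100% = median of IBMX positive control wells; some compounds called inactive have numbers as strong as hits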
E-selectin induc – induces E-selectin expression in human endothelial cells. 260,000 tested, 0.37% active. P16581. activation, % at 7.58 µM. HUVEC E-selectin immunofluorescence imaging; normalized: neutral wells 0, TNF-alpha wells 100;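 active means mean E-selectin-positive cell signal at least 10% of the positive control, reached in at least 60% of replicates, without over 20% cell loss; inconclusive means no rule given, readout overlaps actives, possibly toxicity-flagged; inactive means the rest, including those meeting only one limit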;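 further: in these data hits start at about 27%; measured in HUVEC primary endothelial cells; signal is the percent of cells scored E-selectin positive by PE staining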
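Assay system: HUVEC primary endothelial cells. Input: 3,000 HUVEC seeded per well. Doses: one compound dose added by pin transfer. Read-out basis: % PE-positive cells. Benchmarks: TNF-alpha high, DMSO low. Detection: immunofluorescence imaging. Buffer or medium: EGM-2, gelatin.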
CASP6 VEID inh – caspase-6 (human) enzyme inhibition | purified caspase-6, Z-VEID-R110 cleavage fluorescence | inhibition, % at 12.5 µM | AID 686996 | 350,000 tested, 0.53% active | P55212;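 active means mean inhibition across replicates at least about 35%, with every replicate also reaching that limit, limit read from the data; inconclusive means only one of the two criteria met; inactive means neither criterion met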;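 further: 0% = median of neutral control wells and 100% = no fluorescence left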
Target sequence (P55212 24-179 limits assumed): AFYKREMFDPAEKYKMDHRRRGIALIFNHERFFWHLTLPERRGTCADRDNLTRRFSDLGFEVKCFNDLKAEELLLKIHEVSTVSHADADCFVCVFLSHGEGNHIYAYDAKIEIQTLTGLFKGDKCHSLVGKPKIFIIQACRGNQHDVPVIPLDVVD
Target sequence (P55212 194-293 limits assumed): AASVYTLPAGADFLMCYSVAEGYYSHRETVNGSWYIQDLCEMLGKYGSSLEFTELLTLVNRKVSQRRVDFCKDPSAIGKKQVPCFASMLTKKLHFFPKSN
F508del corr – correctors of CFTR F508del function in bronchial epithelial cells. CFBE cells, YFP halide quenching; stimulated with forskolin plus potentiator P3; % fluorescence drop versus neutral controls. activity (quench increase), % at 7.58 µM. 350,000 tested, 0.36% active;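 active means mean added fluorescence quench of at least 8% versus neutral control, with both replicates also reaching 8%; inconclusive means only one of the mean or replicate conditions met; inactive means mean below 8% and not both replicates reaching 8%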;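 further: cells transiently co-express mutant CFTR-F508del with the halide-sensitive YFP; corrector assay measuring rescue of mutant channel to the surface after 24 h compound exposure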
RAD52 anneal inh – inhibitors of human RAD52 DNA annealing | 360,000 tested, 0.46% active | P43351 | recombinant RAD52 DNA annealing, FRET fluorescence | AID 651710 | inhibition, % at 18.7 µM;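 active means every replicate showing at least 50% inhibition; inconclusive means mean inhibition at least 50% but not in every replicate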
An asterisk follows results filed as active; ? = inconclusive; . = no result given.

SMILES | DENV2 CPE rescue | RAD54 branch | XiGFP reactiv | INS-1E GSIS act | E-selectin induc | CASP6 VEID inh | F508del corr | RAD52 anneal inh
COc1ccc(S(=O)(=O)Nc2ccc3c(c2)CC(=O)N([C@@H](C)CO)C[C@H](C)[C@H](CN(C)Cc2ccccc2)O3)cc1 | 2 | -4 | -1.2 | -9 | . | -4 | 5.9 | 5
Nc1ncn(C(=S)Nc2ccccc2)n1 | 0 | . | 0.0 | 3 | -0.5 | -1 | 0.6 | -15
Cc1ccc(-c2csc(NC(=O)c3ccccc3F)c2C(=O)O)cc1 | -2 | . | 0.0 | 2 | . | 4 | 1.9 | -14
COCCN1C[C@@H](CO)O[C@@H](n2cnc3c(NC4CCC4)ncnc32)C1 | 3 | -6 | 0.0 | 3 | -0.2 | -3 | 0.1 | -21
COc1ccc(OC)c(NC(=O)N2CCCC(C)C2)c1 (centres undefined) | -1 | -1 | 0.0 | 16 | -0.1 | 1 | -0.7 | 0
OC(c1ccccc1)(c1ccccc1)c1nccn1-c1ccccc1 | ? | -4 | -0.1 | -22 | -0.2 | -1 | 5.2 | -3
CCOC(=O)c1cc([N+](=O)[O-])c([N+](=O)[O-])cc1NC(C)=O | 9 | -9 | 1.7 | 61* | . | 10 | -0.7 | -15
C[C@@H]1CN([C@@H](C)CO)C(=O)Cc2cc(NC(=O)CCN3CCOCC3)ccc2O[C@H]1CN(C)Cc1ccc(C(=O)Nc2ccccc2N)cc1 | 5 | -3 | 0.4 | -6 | -2.0 | 0 | 0.8 | 15
O=C(O)CC(c1ccc(Cl)cc1)N1Cc2ccccc2C1=O (centres undefined) | 1 | 10 | 0.1 | 10 | . | -2 | -1.2 | -5
O=C(O)CNS(=O)(=O)Cc1ccccc1 | 2 | -1 | 0.1 | 11 | -0.1 | 4 | 0.3 | -5
CC(Oc1cccc2cccnc12)C(=O)N/N=C/c1ccccc1 (centres undefined) | 1 | 1 | -0.2 | 1 | 5.0 | 3 | -0.5 | -9
O=C(CCNC(=O)c1ccc([N+](=O)[O-])cc1)Nc1cccc(S(=O)(=O)N2CCCCC2)c1 | -1 | 4 | -0.1 | -19 | -0.2 | -1 | 0.3 | 2
COc1ccc(S(=O)(=O)N(C)C[C@@H]2Oc3c(NC(=O)c4ccncc4)cccc3C(=O)N([C@@H](C)CO)C[C@@H]2C)cc1 | -6 | 6 | -0.1 | 20 | -14 | 1 | -1.0 | -9
CCCCCCN1CCN(C2CN(Cc3cn(Cc4ccc(Cl)cc4)nn3)S(=O)(=O)C2)CC1 (centres undefined) | 1 | . | 0.0 | -11 | -0.6 | 0 | 0.7 | 3
C[C@@H]1CN([C@@H](C)CO)C(=O)c2cc(C#CC(C)(C)O)cnc2O[C@@H]1CN(C)Cc1cncnc1 | 23* | 4 | -0.7 | 1 | 0.3 | -1 | 1.8 | -10
COc1ccc(C(=O)N/C(=C\c2ccc(-c3cccc([N+](=O)[O-])c3)o2)C(=O)NCCCN2CCOCC2)cc1 | -2 | 15 | 0.0 | . | 0.1 | -1 | 2.0 | -1
CCS(=O)(=O)CCn1c([N+](=O)[O-])cnc1C | -2 | 16 | 0.0 | . | 1.6 | 0 | -3.5 | -8
Cc1cc(C)n(-c2ccc(C(=O)OCC(=O)Nc3ccccc3F)cc2)n1 | 18 | -6 | 0.0 | 18 | . | 1 | -3.5 | -4
O=C(COc1ccc2ccc(=O)oc2c1)N1CCN(c2ccccc2)CC1 | 5 | 4 | 0.0 | -4 | . | 0 | 1.3 | -2
CCN(CC)c1cc(C)c(C#N)c2nc3ccccc3n12 | -7 | -17 | 0.0 | . | -0.4 | 3 | 0.5 | -28
CN(C)S(=O)(=O)N1CCc2ccc(NC(=O)c3ccc(C(F)(F)F)cc3)cc2C1 | 7 | -4 | 0.0 | -15 | 0.3 | -3 | 0.0 | -7
Cc1noc(C)c1CSc1ccc(Br)cc1 | 6 | -9 | . | 6 | . | -2 | 0.1 | -8
O=C(Cc1cccnc1)N1CC(=O)N2[C@H](CO)[C@@H](c3ccc(C4=CCCCC4)cc3)[C@@H]2C1 | -3 | . | 0.2 | -6 | -0.6 | -1 | 1.7 | 17
COc1ccc(N=Nc2cc(C)c(O)c(CN3CCCCC3)c2)cc1 | 11 | -5 | -0.1 | -16 | 0.8 | 2 | -1.5 | -5
COCC#Cc1cnc2c(c1)C(=O)N([C@H](C)CO)C[C@H](C)[C@@H](CN(C)C(=O)CN1CCOCC1)O2 | -4 | -6 | -0.8 | 19 | 0.2 | 5 | -0.5 | -13
Cc1cc(OCC(=O)NN2C(=O)c3ccccc3C2=O)ccc1Cl | 6 | -4 | 0.3 | -5 | 1.5 | 0 | 1.6 | -8
O=C(CSCC(=O)N1CCCCC1)Nc1nc(-c2ccc(Cl)s2)cs1 | -5 | -4 | -0.1 | . | 0.1 | 1 | 3.1 | -23
CN1C(=O)CSc2ccc(NC(=O)N3CCC(N4CCCCC4)CC3)cc21 | -2 | 8 | . | -1 | . | -88 | -0.2 | 8
O=C(O)CCC(=O)Nc1ccc(OCC2CCCO2)cc1 (centres undefined) | 2 | 1 | 0.0 | 3 | . | -3 | 1.3 | -3
O=C(N/N=C/c1cccnc1)c1ccc2c(c1)OCCO2 | . | 2 | 0.2 | 8 | . | -1 | 1.9 | -7
CS(=O)(=O)Nc1cccc(C2=NN(C(=O)c3cccc([N+](=O)[O-])c3)C(c3cccs3)C2)c1 (centres undefined) | 10 | 0 | 0.0 | -1 | 0.1 | -1 | -0.1 | -11
Cc1ccc(OCc2cc(C(=O)NC3CCc4ccccc43)no2)cn1 (centres undefined) | -14 | -11 | 0.4 | -22 | 0.7 | -2 | -1.3 | -15
Cc1noc(C)c1NC(=O)NCC[C@@H]1CC[C@@H](NC(=O)Nc2cccc(Cl)c2)[C@H](CO)O1 | 3 | 4 | -0.1 | 0 | 0.1 | -195 | 0.9 | -20
Cc1cc(NC(=S)NC(=O)/C=C/c2ccc(S(=O)(=O)N3CCOCC3)cc2)ccc1Br | . | . | 0.3 | -6 | . | -1 | -1.1 | -10
CCC1=NN(C(=O)Cc2ccccc2)C(O)(c2ccncc2)C1 (centres undefined) | -3 | . | 0.0 | 5 | . | 0 | -0.1 | -10
Cn1cccc1C(=O)OCC(=O)N1c2ccccc2NC(=O)C1(C)C | 2 | 3 | 0.0 | 6 | -0.3 | 1 | -0.5 | -8
C[C@H](CO)N1C[C@H](C)[C@H](CN(C)Cc2ccncc2)Oc2ccc(N(C)C)cc2C1=O | 25* | -10 | -0.9 | 24 | . | 3 | 3.1 | -3
C[C@H](CO)N1C[C@H](C)[C@H](CN(C)CC2CC2)Oc2cc(C#Cc3ccccc3)ccc2S1(=O)=O | 5 | -18 | 0.1 | -6 | -0.1 | 1 | -1.9 | -1
CC1=C(C(=O)Nc2ccccc2)C(c2ccccn2)n2nc(CCCO)nc2N1 (centres undefined) | -8 | -8 | 0.7 | 5 | -0.1 | -3 | -1.8 | -9
COc1ccc2c3c(n(C)c2c1)[C@H](CO)N(Cc1ccccc1OC)CC31CN(CC2CC2)C1 | -2 | . | 0.4 | -19 | -0.3 | 2 | 2.7 | 22
CC(C)CC#Cc1ccc2c(c1)O[C@H](CN(C)C(=O)Cc1ccncc1)[C@@H](C)CN([C@H](C)CO)S2(=O)=O | 9 | -1 | -0.3 | -12 | 0.8 | 5 | 1.2 | -13
Cn1c(CNC(=O)C(Cc2ccccc2)NC(=O)c2ccccc2F)cc(=O)n(C)c1=O (centres undefined) | -1 | -4 | 0.3 | 0 | -0.2 | 0 | 3.4 | 1
Clc1ccccc1/C=N/Nc1cc(N2CCOCC2)ncn1 | -3 | -9 | -0.1 | . | . | -3 | . | -18
O=C(CCCN1Cc2ccccc2C1)c1ccc(F)cc1 | 5 | -11 | . | 2 | . | -1 | 3.6 | -15
CCCN1C(=O)/C(=N\OCC(=O)Nc2ccc(C(C)C)cc2)c2ccccc21 | 3 | 2 | 0.3 | . | -2.2 | -1 | . | -12
CN(C(=O)COc1ccc(Oc2ccccc2)cc1)C1CCS(=O)(=O)C1 (centres undefined) | 9 | -6 | -0.1 | 0 | 0.0 | 3 | 2.7 | -3
COc1ccccc1N1CC(C(=O)OCc2nc(N)nc(Nc3ccccc3)n2)CC1=O (centres undefined) | 8 | 5 | 0.0 | . | 0.4 | 4 | 4.1 | -7
Cc1ccc(CNC(=O)CCCN2C(=S)NC(C)(C)CC2C)cc1 (centres undefined) | -8 | . | 0.3 | 12 | -2.6 | -1 | 2.2 | -4
CCC(=O)N1CC(=O)N2[C@@H](CO)[C@H](c3ccc(C#Cc4cccc(F)c4)cc3)[C@@H]2C1 | -1 | . | 0.1 | -12 | 0.1 | -2 | -0.4 | 4
C[C@H](O)C#Cc1ccc2c(c1)O[C@@H](CN(C)C(=O)C1CCC1)[C@H](C)CN([C@@H](C)CO)S2(=O)=O | -5 | -1 | 1.9 | 8 | 0.1 | 0 | -3.4 | 3
O=C(NC(c1ccccc1)c1ccccc1)c1ccccc1 | -3 | 8 | 0.1 | . | 1.3 | -3 | -1.4 | -2
COc1ccc(C(C)C)cc1S(=O)(=O)n1ccnc1C | . | -5 | -0.1 | 29 | 1.7 | . | . | .
O=C(c1cccnc1)N1C[C@@H]2[C@H](c3ccccc31)[C@@H](CO)N2Cc1ccc2c(c1)OCO2 | -9 | 0 | 0.0 | 12 | 0.1 | -1 | 0.5 | -2
CCCCn1c(N)c(N(CC)C(=O)C2COc3ccccc3O2)c(=O)[nH]c1=O (centres undefined) | 9 | -6 | -0.1 | 3 | . | 4 | 3.5 | 4

Some of the entries above in another layout.
SMILES	DENV2 CPE rescue	RAD54 branch	XiGFP reactiv	INS-1E GSIS act	E-selectin induc	CASP6 VEID inh	F508del corr	RAD52 anneal inh
C[C@H](O)C#Cc1ccc2c(c1)O[C@@H](CN(C)C(=O)C1CCC1)[C@H](C)CN([C@@H](C)CO)S2(=O)=O	-5	-1	1.9	8	0.1	0	-3.4	3
O=C(NC(c1ccccc1)c1ccccc1)c1ccccc1	-3	8	0.1	.	1.3	-3	-1.4	-2

Full records as entered above. Order of screens: DENV2 CPE rescue	RAD54 branch	XiGFP reactiv	INS-1E GSIS act	E-selectin induc	CASP6 VEID inh	F508del corr	RAD52 anneal inh
Shown for `O=C(N/N=C/c1cccnc1)c1ccc2c(c1)OCCO2` → .	2	0.2	8	.	-1	1.9	-7
Shown for `CC1=C(C(=O)Nc2ccccc2)C(c2ccccn2)n2nc(CCCO)nc2N1` (centres undefined) → -8	-8	0.7	5	-0.1	-3	-1.8	-9
Shown for `COc1ccc(N=Nc2cc(C)c(O)c(CN3CCCCC3)c2)cc1` → 11	-5	-0.1	-16	0.8	2	-1.5	-5
Shown for `COc1ccc(OC)c(NC(=O)N2CCCC(C)C2)c1` (centres undefined) → -1	-1	0.0	16	-0.1	1	-0.7	0
Shown for `COc1ccc2c3c(n(C)c2c1)[C@H](CO)N(Cc1ccccc1OC)CC31CN(CC2CC2)C1` → -2	.	0.4	-19	-0.3	2	2.7	22
